IMPase cell inh: IMPase inhibition in cells; CHO-M1 cells, IP1 accumulation, HTRF TR-FRET ratio; inhibition (IP1 accumulation), % at 46.1 µM; 120,000 tested, under 10 active; active means well fitted curve in the direction sought with a large enough effect in the signal ratio, not every such curve was filed as active; inconclusive means small, poorly fitted or top-dose-only effect, or a change in a side signal; inactive means no such curve, though single readings can be large or run the other way; the % refers to the signal ratio;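 further: cells stimulated with carbachol in lithium chloride buffer; plate controls were DMSO basal wells for no effect and reference inhibitor wells for full effect; higher means more IMPase inhibition seen as more IP1 and lower FRET ratio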
Target sequence (P97697 whole entry, looked up): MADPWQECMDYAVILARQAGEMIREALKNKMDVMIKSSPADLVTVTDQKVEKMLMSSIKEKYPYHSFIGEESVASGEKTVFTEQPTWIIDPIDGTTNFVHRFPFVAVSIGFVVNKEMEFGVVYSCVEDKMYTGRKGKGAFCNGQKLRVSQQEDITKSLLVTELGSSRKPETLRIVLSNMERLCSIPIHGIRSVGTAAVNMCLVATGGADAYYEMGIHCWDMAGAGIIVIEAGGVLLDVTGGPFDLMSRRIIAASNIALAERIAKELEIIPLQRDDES
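CHO-M1 cells (CHO stably expressing M1 receptor), compound up to 46 uM final, stimulated with carbachol (50 uM as added) in buffer with 50mM LiCl, pH 7.4, 30 min at 37C. Cytosolic IP1 read by TR-FRET; AC50 from Hill fits.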
15-hLO-2 inh: inhibitors of human 15-lipoxygenase 2 (ALOX15B); AID 881; actives 0.56% (n = 110,000); Potency, µM (highest dose often 57.1 µM), inactives show at the top dose activity change, negative = inhibition, most hits filed as inhibitors; purified 15hLO-2, xylenol orange hydroperoxide absorbance; further: potency means the concentration at half of the fitted maximal effect; nearly all actives have a fitted effect of over 60% in size; many of its hits are not listed in these tables
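Enzyme 50 nM, AA 45 uM, 25 mM Hepes pH 7.5 + 0.01% Triton X-100; cpd preinc 15 min RT, rxn 90 min RT; stop/detect with 200 uM XO + 300 uM Fe(II) in 50 mM H2SO4, 30 min; A573/A405.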
PNC assembly inh: perinucleolar compartment assembly inhibition. AID 2417. PC3M PTB-GFP, PNC prevalence imaging, 16 h; hits give low values. activity change (PNC), negative = inhibition, % at 10 µM. actives 3.1% (n = 140,000);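 active means readout at or below -70, meaning at least 70% loss of cells showing the perinucleolar compartment, a nuclear body marking cancer cells; inconclusive means readout between -30 and a set limit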;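 further: plate controls were DMSO wells for no effect and camptothecin positive control wells for full effect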
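Compounds are pinned in duplicate onto adhered PC3M cells stably expressing GFP-tagged PTB and incubated 16 h at 37 C. Cells are then fixed, nuclei stained with Hoechst, and PNC-positive cells counted.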
ALOX12 inhib: 12-hLO (ALOX12) enzyme inhibition | P18054 | purified 12-hLO, xylenol orange hydroperoxide absorbance | Potency, µM (highest dose often 57.1 µM), for inactives: top-dose activity change, negative = inhibition, usual class: inhibitors | actives 0.12% (n = 150,000) | AID 1452; further: potency means the concentration at half of the fitted maximal effect; nearly all actives have a fitted effect of over 55% in size; many of its hits are not listed in these tables
Target sequence (P18054 whole entry, looked up): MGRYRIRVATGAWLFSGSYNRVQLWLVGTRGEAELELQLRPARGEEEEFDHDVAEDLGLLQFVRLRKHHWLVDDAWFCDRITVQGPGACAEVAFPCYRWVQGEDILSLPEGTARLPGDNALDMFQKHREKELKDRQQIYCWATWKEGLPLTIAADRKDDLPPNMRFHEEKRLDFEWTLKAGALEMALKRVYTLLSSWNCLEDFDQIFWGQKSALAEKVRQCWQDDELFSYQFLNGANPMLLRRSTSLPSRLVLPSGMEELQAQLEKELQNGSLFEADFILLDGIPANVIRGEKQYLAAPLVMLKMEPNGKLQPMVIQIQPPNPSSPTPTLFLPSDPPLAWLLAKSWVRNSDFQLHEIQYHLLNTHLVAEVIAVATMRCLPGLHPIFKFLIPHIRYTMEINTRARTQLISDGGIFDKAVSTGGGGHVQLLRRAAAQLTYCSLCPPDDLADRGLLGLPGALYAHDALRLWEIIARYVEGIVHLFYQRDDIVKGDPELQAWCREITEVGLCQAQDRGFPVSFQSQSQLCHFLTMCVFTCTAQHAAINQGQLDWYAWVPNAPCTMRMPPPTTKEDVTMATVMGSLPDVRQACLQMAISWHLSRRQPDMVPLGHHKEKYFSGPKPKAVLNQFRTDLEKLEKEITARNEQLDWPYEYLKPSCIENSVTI
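Xylenol orange chromogenic assay: hydroperoxide from 12hLO oxidises Fe(II), giving red-shifted Fe(III)-XO absorbance. Conditions: 150 nM enzyme, 40 uM arachidonic acid, 25 mM Hepes pH 7.0, 0.01% Triton X-100, 30 min, room temperature.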
* marks the source's active call; other numbers are inactive results; ? = inconclusive; . = no result given; & = joins results of further samples; [ ] = dose if it differs, or a comment. Unless noted, the call rests on the fitted dose curve; in most records, active means well fitted curve in the direction sought with a large enough effect; inconclusive means small, poorly fitted or top-dose-only effect, or another doubt; inactive means no such curve, though single readings can be large; an effect the other way counts as inactive or inconclusive. Unless noted, on the % scale 0 is the no-effect control and ±100 the full control effect.

Each structure is followed by: IMPase cell inh | 15-hLO-2 inh | PNC assembly inh | ALOX12 inhib
CCOc1ccc(OCC)c(NC(=O)C2CCCN(S(=O)(=O)c3c(C)noc3C)C2)c1 (centres undefined)
 : ? | -8% | -2 | -1%
COCCCNC(=O)C1CCCN(S(C)(=O)=O)C1 (centres undefined)
 : . | . | 35 | -1%
COCCNC(=O)CSc1ncnc2sccc12
 : -5 | 4% | -20 | 4%
CC(C)NC(=O)N1CC2(CCN(S(=O)(=O)c3ccccc3)CC2)C1
 : . | 7% | . | -1%
O=[N+]([O-])c1ccc(N/N=C2/CCCCC2c2ccccn2)c([N+](=O)[O-])c1 (centres undefined)
 : . | . | ? | -8%
Cc1c(C(=O)NC(C)c2ccccc2)c(-c2ccccc2)nn1-c1ccccc1 (centres undefined)
 : 8 | -7% | 16 | -5%
O=[N+]([O-])c1cc2nc(O)c(O)nc2cc1[N+](=O)[O-]
 : . | 7%[0.0915 µM] | . | -3%[0.00818 µM]
COc1cccc(-c2nnc(SCCOc3ccc4c(C)cc(=O)oc4c3)o2)c1
 : -1 | 2% | 36 | -2%
CS(=O)(=O)N1CCN(C(=O)NC23CC4CC(CC(C4)C2)C3)CC1
 : -1 | 8% | ? | -2%
CCn1nc(C)c(Oc2ccccc2O)c1C
 : 8 | -5% | 6 | 2%

Entries above with a carbonyl joined to an NH by a bond outside any ring, in the order listed:
Each structure is followed by: IMPase cell inh | 15-hLO-2 inh | PNC assembly inh | ALOX12 inhib
CCOc1ccc(OCC)c(NC(=O)C2CCCN(S(=O)(=O)c3c(C)noc3C)C2)c1 (centres undefined)
 : ? | -8% | -2 | -1%
COCCCNC(=O)C1CCCN(S(C)(=O)=O)C1 (centres undefined)
 : . | . | 35 | -1%
COCCNC(=O)CSc1ncnc2sccc12
 : -5 | 4% | -20 | 4%
CC(C)NC(=O)N1CC2(CCN(S(=O)(=O)c3ccccc3)CC2)C1
 : . | 7% | . | -1%
Cc1c(C(=O)NC(C)c2ccccc2)c(-c2ccccc2)nn1-c1ccccc1 (centres undefined)
 : 8 | -7% | 16 | -5%
CS(=O)(=O)N1CCN(C(=O)NC23CC4CC(CC(C4)C2)C3)CC1
 : -1 | 8% | ? | -2%

A different layout for some results above.
COCCNC(=O)CSc1ncnc2sccc12
  IMPase cell inh = -5	15-hLO-2 inh = 4%	PNC assembly inh = -20	ALOX12 inhib = 4%

CC(C)NC(=O)N1CC2(CCN(S(=O)(=O)c3ccccc3)CC2)C1
  IMPase cell inh = .	15-hLO-2 inh = 7%	PNC assembly inh = .	ALOX12 inhib = -1%

O=[N+]([O-])c1ccc(N/N=C2/CCCCC2c2ccccn2)c([N+](=O)[O-])c1 (centres undefined)
  IMPase cell inh = .	15-hLO-2 inh = .	PNC assembly inh = ?	ALOX12 inhib = -8%

Continuation:
Each structure is followed by: IMPase cell inh | 15-hLO-2 inh | PNC assembly inh | ALOX12 inhib
Nc1nc(SCC(=O)Nc2ccccc2Oc2ccccc2)n[nH]1
 : . | . | -18 | -1%
COc1ccc2[nH]c(=O)c(CN(Cc3ccco3)C(=O)c3ccccc3)cc2c1
 : 2 | -2% | 23 | -8%
COc1cc(C(=O)NCC(=O)n2nc(C)cc2C)cc(OC)c1OC
 : -5 | 2% | ? | -3%
CCC(C)C1C(C#N)=C(N)Oc2n[nH]c(-c3ccccc3)c21 (centres undefined)
 : -3 | 0% | ? | -15%
CCOc1ccc(N=Cc2c(O)cc(C)oc2=O)cc1
 : 6 | -2% | 42 | 0%
COc1cccc(C(=O)O/N=C(\N)c2ccncc2)c1
 : -3 | -3% | 102 | 6%
COC(=O)c1ccc(COC(=O)c2ccccc2OC)cc1
 : -4 | . | -18 | 5%
COC(=O)C1=NN(C(=O)c2ccc(Cl)cc2)C(O)(c2ccccc2)C1 (centres undefined)
 : 1 | -14% | 62 | 1%
COc1ccccc1NC(=S)N(CCc1c(C)[nH]c2ccccc12)Cc1cccs1
 : 7 | -15% | -17 | -13%
N#Cc1c2c(c(NCCN3CCOCC3)n3c1nc1ccccc13)CCCC2
 : ? | -6% | ? | -1%

Reformatted with values ahead of the structure: 5 of the compounds above.
| IMPase cell inh | 15-hLO-2 inh | PNC assembly inh | ALOX12 inhib | molecule |
| --- | --- | --- | --- | --- |
| -3 | 0% | ? | -15% | CCC(C)C1C(C#N)=C(N)Oc2n[nH]c(-c3ccccc3)c21 (centres undefined) |
| . | . | -18 | -1% | Nc1nc(SCC(=O)Nc2ccccc2Oc2ccccc2)n[nH]1 |
| ? | -8% | -2 | -1% | CCOc1ccc(OCC)c(NC(=O)C2CCCN(S(=O)(=O)c3c(C)noc3C)C2)c1 (centres undefined) |
| 8 | -5% | 6 | 2% | CCn1nc(C)c(Oc2ccccc2O)c1C |
| -1 | 8% | ? | -2% | CS(=O)(=O)N1CCN(C(=O)NC23CC4CC(CC(C4)C2)C3)CC1 |

(continued)
Each structure is followed by: IMPase cell inh | 15-hLO-2 inh | PNC assembly inh | ALOX12 inhib
Cc1csc2ncc(C(=O)N(Cc3ccccc3)c3ccccn3)c(=O)n12
 : 3 | -1% | 14 | -4%
O=C(C1CCC1)N1CCc2cc(S(=O)(=O)N3CCN(c4ccccn4)CC3)ccc21
 : 9 | 2% | ? | -6%
COc1ccc(OCCCC(=O)Nc2cccc([N+](=O)[O-])c2C)cc1
 : 15 | . | -30 | -1%
O=C(NCCc1ccccc1)c1ccccc1NC(=O)C1CC=CCC1C(=O)O (centres undefined)
 : . | . | ? | 1%
N#Cc1cc(-c2ccccc2)cnc1Sc1ccc(Cl)cc1
 : 3 | 12% | 6 | 1%
CCC(=O)Oc1ccc2c(=O)c(-c3ccc4ccccc4n3)c(CC)oc2c1C
 : 4 | . | -16 | -4%
CCOC(=O)c1c(-c2ccc(C)cc2C)csc1NC(=O)CSc1nnnn1C
 : 15 | -17% | -85* | -4%
COc1cc(NC(=O)c2ccc3c(=O)n(Cc4ccco4)c(=S)[nH]c3c2)cc(OC)c1OC
 : 3 | ? | -15 | -3%
COC(=O)CNS(=O)(=O)c1ccc(OC)cc1
 : 2 | -20% | 47 | 8%
O=C(CN(Cc1ccc2c(c1)OCO2)C(=O)CSc1nc2ccccc2o1)NC1CCCCC1
 : 3 | -5% | 9 | -3%
COc1cc(S(C)=O)ccc1-c1nc2ncccc2[nH]1 (centres undefined)
 : -1[20.6 µM] | 9% | . | 4%
O=C(N/N=C\c1ccccc1)c1sccc1-n1cccc1
 : 3 | . | 8 | 7%
CCSc1nc(-c2ccco2)ccc1C#N
 : -9 | ? | 22 | -15%
O=C(/C(=N/N=C/c1ccc(O)c(O)c1)c1ccccc1)c1ccccc1
 : -2 | . | ? | -26%
CC(C)CNC(=O)COC(=O)c1c2c(nc3ccccc13)/C(=C/c1cccs1)CC2
 : ? | . | ? | -3%
Cc1ccc(NC(=S)c2nc3ccccc3[nH]2)c(C)c1
 : . | . | 15 | -5%
COC(=O)Nc1ccc(C)c2nsnc12
 : 1 | 4% | -13 | -10%
COc1ccc(/C=N/NC(=O)c2cccnc2)cc1CSc1nc2ccccc2s1
 : 9 | . | 33 | -3%
FC(F)C(F)(F)C1=CC(c2ccccc2)=NCCN1
 : 3 | 6% | -2 | -1%
Cn1cc(C(CC(=O)O)C(=O)O)c2ccccc21 (centres undefined)
 : 4 | -4% | ? | 3%

(cont.)
structure,IMPase cell inh,15-hLO-2 inh,PNC assembly inh,ALOX12 inhib
Cn1c(=O)c2[nH]c(SCc3ccccn3)nc2n(C)c1=S,.,-5%[11.4 µM],.,0%[11.4 µM]
COc1ccc(C(=O)Cc2ccccc2)cc1OC,.,.,-84*,1%
C=CCOc1c(Br)cc(/C=N/NC(N)=O)cc1OC,.,.,17,1%
O=C(CSc1nnc(CN2CCCCC2)n1-c1ccccc1)c1ccc2c(c1)OCO2,3,.,47,3%
COc1ccc(C2Nc3ccccc3C(=O)N2c2ccccc2)cc1Cn1cc([N+](=O)[O-])cn1 (centres undefined),2,.,22,2%
O=C(c1cccc(F)c1)N1CCC2(CC1)CN(c1ncccn1)C2,.,7%,.,0%
C/C(=C\c1ccccc1)CN1CCN(c2ccccc2)CC1,6,.,329,-14%
CN1CCN(c2cc(N3CCc4ccccc4C3)c(F)cc2[N+](=O)[O-])CC1,4,.,47,-4%
Cc1nc(/C=[N+](\[O-])C(C)(C)/C=N/O)n(O)c1C,4,-2%,-10,-3%
COc1ccc(-c2cc(C(=O)OCC(=O)c3cccc([N+](=O)[O-])c3)c3cc(C)ccc3n2)cc1,.,.,-8,1%
COc1ccc(C(=O)c2ccc(N(C)C)cc2)c2ccccc12,-6,.,-97*,-1%
Cc1nn(C)cc1/C=N/NC(=O)Cn1nccc1C,.,.,-17,-4%
CCC(C)(C)NC(=O)CN(C(=O)c1snc(C(N)=O)c1N)c1ccc2c(c1)OCO2,-4,-6%,11,-3%
O=C(NCc1ccc(F)cc1)c1noc2c1CCCC2,-16,-3%,17,0%
Cc1ccc(S(=O)(=O)CCc2nc3ccccc3n2CCC#N)cc1,-2,-3%,-18,2%
CCOC(=O)CNC(=O)c1ccccc1,3,7%,50,1%
O=C(CC1SC(=Nc2ccccc2)N(CCc2c[nH]c3ccccc23)C1=O)Nc1ccccc1F (centres undefined),.,.,47,-4%
O=C(NCCc1ccccn1)C1CC(=O)N(Cc2ccccc2Cl)C1 (centres undefined),0,6%,-29,-1%
Fc1ccc(-n2c(Cc3ccccc3)nnc2SCc2nc(-c3ccc(Cl)cc3)no2)cc1,1,9%,4,-24%
Cc1cc(C)c2nc(N3CCCC(C(=O)N4CCN(c5ncccn5)CC4)C3)sc2c1 (centres undefined),-2,15%,-13,3%
CC1CCCN(C(=O)CSc2nnc(-c3ccc(S(=O)(=O)N4CCOCC4)cc3)n2C)C1 (centres undefined),5,4%,12,2%
CCOc1ccc(-c2cc(C(=O)N3CCN(C)CC3)c3ccccc3n2)cc1,-14,-11%,23,-12%
CCS(=O)(=O)N1CCN(c2c(Cl)cccc2[N+](=O)[O-])CC1,5,-5%,?,-6%
O=C(CNc1ccccc1)N/N=C/c1ccc([N+](=O)[O-])cc1,2,.,68,0%
COc1ccc(Br)cc1CN1CCCCCCC1,29,.,59,2%
CCCCC[C@H](O)/C=C/[C@@H]1[C@@H](C/C=C\CCCC(=O)O)[C@@H](O)C[C@H]1O,.,.,-28,0%&3%
O=C(CCN1CCN(c2ccccc2)CC1)Nc1nccs1,0,12%,?,-5%
Cc1cc(NC(=O)c2ccc(Cl)cc2)no1,0,0%,?,1%
CCOC(=O)c1c(C)nc2sccn12,-5,0%,59,6%

Screening results as filed in PubChem.

An excerpt; rates above refer to the full screens.
